Source: PubChem (National Center for Advancing Translational Sciences (NCATS))
GALK inhibitor = inhibitors of human galactokinase. Potency, µM (highest dose often 57.5 µM), for the others: top-dose activity change, negative = inhibition, usual class: inhibitors. Purified GALK, Kinase-Glo residual ATP luminescence. P51570. hit rate 0.007% among 270,000; note: potency is the fitted concentration of half-maximal effect; % is set by controls: 0 for no effect and ±100 for the full control effect
Target sequence (P51570 whole entry, looked up): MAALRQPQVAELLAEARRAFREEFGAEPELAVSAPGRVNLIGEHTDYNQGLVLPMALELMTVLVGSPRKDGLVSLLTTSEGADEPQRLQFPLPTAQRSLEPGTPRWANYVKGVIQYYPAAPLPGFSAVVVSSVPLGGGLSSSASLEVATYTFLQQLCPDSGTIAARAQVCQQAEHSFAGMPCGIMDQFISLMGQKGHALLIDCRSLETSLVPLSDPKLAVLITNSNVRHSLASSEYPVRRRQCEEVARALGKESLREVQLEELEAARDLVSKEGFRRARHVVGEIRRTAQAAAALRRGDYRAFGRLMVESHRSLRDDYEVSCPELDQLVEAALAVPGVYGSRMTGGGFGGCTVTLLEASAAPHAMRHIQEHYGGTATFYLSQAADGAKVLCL
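Human GALK (5 nM) with 35 uM ATP and 100 uM galactose in 20 mM HEPES pH 8.0, 5 mM MgCl2, 60 mM NaCl, 1 mM DTT, 0.01% BSA. After 1 h at room temperature, leftover ATP was read by Kinase-Glo Plus luminescence.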
TSHR antag = antagonists of human thyroid stimulating hormone receptor; P16473; TSHR-expressing cells, TSH-stimulated cAMP HTRF, 2 h; active compounds read low; activity change, negative = inhibition, % at 11.5 µM; hit rate 0.2% among 330,000; AID 504810;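 active = activity change below a set negative limit, meaning inhibition stronger than a set level, cut at about -70% in these data; inconclusive = activity change between two set negative limits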; note: % is set by controls: 0 for no effect and ±100 for the full control effect
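TSHR-expressing cells, 200/well, pre-treated with compound, then stimulated with EC80 TSH (4nM final) for 2 hours at 37 deg C. cAMP measured by competitive HTRF: anti-cAMP cryptate antibody in lysis buffer plus cAMP-d2, read after 30 minutes at room temperature.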
USP2a inh = inhibitors of human ubiquitin-specific protease USP2a. O75604. USP2 core, Ub-CHOP2 coupled fluorogenic reporter, 485/531. Potency, µM (series often up to 38.3 µM), for the others: at the highest dose activity change, negative = inhibition, most hits filed as inhibitors. hit rate 0.01% among 330,000. AID 463254;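 note: potency is the fitted concentration of half-maximal effect; plate controls were DMSO wells for no effect and full inhibition by NEM control for full effect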
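Deubiquitinase activity read as fluorescence (485/531 nm) after Ub-CHOP2 cleavage activates the enterokinase reporter on its substrate; USP2 core 10nM, Ub-CHOP2 and substrate 25nM each, 30min compound preincubation then 60min RT; data normalized to NEM, curves fitted.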
PKM2 activator = activators of human pyruvate kinase M2 | purified PKM2, Kinase-Glo ATP luminescence, activation; response scale: 0% is enzyme alone, no compound | Potency, µM (titrated, usually from 57.5 µM), inactives show top-dose activation, actives largely listed as activators | AID 1631 | hit rate 0.34% among 260,000 | P14618; note: potency is the fitted concentration of half-maximal effect; % is set by controls: 0 for no effect and ±100 for the full control effect; nearly all actives have a fitted effect of over 55% in size
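hPK-M2, >95% pure; 0.1 mM ADP / 0.5 mM PEP final; imidazole pH7.2 buffer w/ 7 mM MgCl2, 50 mM KCl; 1 h RT; Kinase-Glo lum. Intermediate enzyme activity for dual inhibitor/activator qHTS.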
S-ASM inh = human S-ASM enzyme inhibition. P17405. hit rate 0.006% among 340,000. AID 504937. Potency, µM (series often up to 57.5 µM), for inactives: top-dose activity change, negative = inhibition, actives largely listed as inhibitors. placental ASM, HMU-PC fluorogenic substrate, 60 min; note: potency is the fitted concentration of half-maximal effect
Target sequence (P17405 47-631 limits assumed): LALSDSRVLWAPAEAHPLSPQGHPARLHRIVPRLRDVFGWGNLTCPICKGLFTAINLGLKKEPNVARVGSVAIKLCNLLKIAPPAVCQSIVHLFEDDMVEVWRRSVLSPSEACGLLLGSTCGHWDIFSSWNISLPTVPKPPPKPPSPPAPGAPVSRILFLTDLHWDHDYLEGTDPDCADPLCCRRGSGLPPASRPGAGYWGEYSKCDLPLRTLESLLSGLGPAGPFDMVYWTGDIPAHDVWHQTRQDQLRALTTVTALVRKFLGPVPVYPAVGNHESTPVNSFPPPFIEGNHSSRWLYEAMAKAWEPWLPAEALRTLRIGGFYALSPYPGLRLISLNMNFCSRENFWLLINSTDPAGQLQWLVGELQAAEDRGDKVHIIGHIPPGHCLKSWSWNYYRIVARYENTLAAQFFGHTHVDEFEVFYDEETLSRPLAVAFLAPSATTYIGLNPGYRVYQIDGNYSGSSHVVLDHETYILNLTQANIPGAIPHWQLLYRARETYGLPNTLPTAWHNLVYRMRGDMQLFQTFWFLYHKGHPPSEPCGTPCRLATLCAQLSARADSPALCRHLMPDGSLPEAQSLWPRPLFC
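Fluorogenic HMU-PC substrate (9 uM final) is turned over by placental ASM in 60 min at 37 C after a 10 min compound preincubation. Reaction ended by alkaline stop (pH 10), with fluorescence read at 386/447 nm.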
KCNH2 WT inh = blocks the wildtype human KCNH2 potassium channel; hit rate 0.37% among 340,000; AID 720551; activity change, % at 1.84 µM; Q12809; U2OS, BacMam KCNH2, thallium flux FluxOr; active compounds read low;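 active = maximum activity change below -70%; inconclusive = maximum activity change between -70% and -50%; inactive = maximum activity change above -50%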; note: % is set by controls: 0 for no effect and ±100 for the full control effect
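U2OS cells were transduced with wild-type KCNH2 virus (2.03 x 10^8 / mL) for 4 h at room temperature, then cultured overnight at 37 C. Thallium flux was read with FluxOr dye. Rate constants were normalized to DMSO controls.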
Mito fusion yeast = mitochondrial division inhibition or fusion activation | Potency, µM (highest dose often 46.1 µM), without a hit: top-dose growth rescue (activation), hits mostly activators | hit rate 0.23% among 320,000 | S. cerevisiae fusion-defective mutant growth rescue, CellTiterGlo 48 h;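 note: potency is the fitted concentration of half-maximal effect; % of control where 0% means no effect; nearly all actives have a fitted effect of over 45% in size; temperature-sensitive fusion mutants such as fzo1-1 at 37 °C on non-fermentable ethanol glycerol medium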
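Compounds are tested for their ability to restore growth of mitochondrial fusion-defective yeast strains at non-permissive 37C in YPEG medium over 48 hours. Viability is quantified by luciferase luminescence.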
Menin-MLL TR inh = inhibitors of human menin-MLL interaction, mutant MLL peptide. O00255. Menin + Texas Red MLL mutant peptide, fluorescence polarization. hit rate 0.23% among 270,000. Potency, µM (titrated, usually from 61.6 µM), for the others: at the highest dose FP activity change, negative = inhibition, hits mostly inhibitors; active = well fitted inhibition curve with a large enough effect in the polarisation, with a control signal flat, not every such curve was filed as active; inconclusive = small, poorly fitted or top-dose-only effect, or effect the other way, or a change in a side signal; inactive = no such curve, though single readings can be large or run the other way; the % refers to the polarisation; note: potency is the fitted concentration of half-maximal effect; % of control where 0% means no effect; many of its hits are not listed in these tables
Eya2 inh = blocks the phosphatase activity of human Eya2; recombinant Eya2, OMFP fluorescence dephosphorylation (OMFP is methylfluorescein phosphate); Potency, µM (highest dose often 76.9 µM), for inactives: top-dose activity, negative = inhibition, usual class: inhibitors; hit rate 0.006% among 330,000; note: potency is the fitted concentration of half-maximal effect; % is set by controls: 0 for no effect and ±100 for the full control effect
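Eya2 protein (added as 0.2 uM solution) was preincubated with compound for 10 min at ambient temperature in 50 mM HEPES pH 7.5, 50 mM NaCl, 5 uM MgCl2, 0.05% BSA, 1 mM DTT. OMFP (added at 50 uM) then reacted 10 min; fluorescence read at 485/525 nm.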
MBNL1 CUG block = inhibitors of human MBNL1 binding to CUG repeat RNA. Q9NR56. TR-FRET MBNL1-His/biotin-(CUG)12 binding, 665/545 ratio. Potency, µM (top dose mostly 57.5 µM), for inactives: at the top dose activity change, negative = inhibition, hits mostly inhibitors. hit rate 0.036% among 280,000; active = well fitted inhibition curve with a large enough effect in the signal ratio, with a control signal flat, not every such curve was filed as active; inconclusive = small, poorly fitted or top-dose-only effect, or effect the other way, or a change in a side signal; inactive = no such curve, though single readings can be large or run the other way; the % refers to the signal ratio; note: potency is the fitted concentration of half-maximal effect; % is set by controls: 0 for no effect and ±100 for the full control effect
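TR-FRET between His-tagged MBNL1 and biotin-(CUG)12 RNA, detected with Tb anti-His antibody (0.055 ng/ul) and streptavidin-XL665 (5 nM), 60 min at room temperature. Compounds titrated 92 nM to 58 uM; 665/545 nm ratio normalized to buffer and complex controls.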
Chronic BCR inh = chronic active BCR signaling inhibition | ABC-DLBCL IkBa-CBG/CBR reporter, luminescence ratio, 4 h | Potency, µM (series often up to 46.1 µM), for the others: top-dose ratio change, negative = lower green/red ratio, usual class: inhibitors | hit rate 0.05% among 340,000; active = well fitted inhibition curve with a large enough effect in the signal ratio, with a control signal flat, not every such curve was filed as active; inconclusive = small, poorly fitted or top-dose-only effect, or effect the other way, or a change in a side signal; the % refers to the signal ratio;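 note: potency is the fitted concentration of half-maximal effect; plate controls were basal doxycycline-induced cells for no effect and cells given 10 µM MG132 for full effect; MG132 reads +100%, hits lower the ratio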
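TMD8 ABC-DLBCL cells carrying doxycycline-inducible green luciferase fused to IkappaBalpha plus unfused red luciferase were exposed to compounds (up to 46 uM) for 4 hrs at 37C. Activity came from the overlap-corrected green/red luminescence ratio.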
An asterisk follows results filed as active; i = inactive; u = inconclusive; x = not tested or not shown; [ ] = dose if it differs, or a comment. Unless noted, calls come from the whole dose curve; as a rule, active = well fitted curve in the direction sought with a large enough effect; inconclusive = small, poorly fitted or top-dose-only effect, or another doubt; inactive = no such curve, though single readings can be large; an effect the other way counts as inactive or inconclusive.

SMILES	GALK inhibitor	TSHR antag	USP2a inh	PKM2 activator	S-ASM inh	KCNH2 WT inh	Mito fusion yeast	Menin-MLL TR inh	Eya2 inh	MBNL1 CUG block	Chronic BCR inh
CCC1(c2ccc(C)cc2)NC(=O)N(CC(=O)Nc2cccc(S(=O)(=O)N3CCCC3)c2)C1=O (stereo unspecified)	x	-16	6%	x	-7%	2	1%	x	-13%	x	u
COc1ccc(-c2cnnc(N/N=C/C(C)=C/c3ccccc3)n2)cc1	-1%	36	5%	0%	x	x	-3%	0%	3%	-1%	-9%
NC(=O)N1CCc2ccccc21	10%	14	-1%	1%	3%	-13	-3%	3%	2%	x	-6%
Clc1ccc(CSCCc2ccncc2)cc1	0%	-16	0%	-2%	-1%	5	-8%	2%	-19%	-4%	u
Cc1ccc(SCC(=O)c2ccc[nH]2)cc1	9%	-6	-1%	-1%	0%	15	-1%	-18%	-10%	-4%	0%
CC1CC1C(=O)Nc1cc(S(=O)(=O)N2CCOCC2)ccc1N1CCCC1 (stereo unspecified)	-2%	-3	-1%	-1%	0%	-5	0%	-10%	0%	1%	-1%
COc1cc(NC(=O)Cc2cccc3ccccc23)c(C(=O)O)cc1OC	1%	-16	-1%	-4%	10%	-3	3%	20%	6%	-25%	-4%
CCOC(=O)c1[nH]c(C)c(C(=O)NCCc2ccc(OC)cc2)c1C	1%	19	2%	-2%	1%	-5	-3%	-3%	1%	1%	-3%
Cc1nnc(SCC(=O)Nc2ccc(F)cc2)n(N)c1=O	-8%	11	0%	11%	2%	8	10%	-11%	2%	-1%	4%
CCCCC(=O)Nc1ccc(C(=O)c2ccccc2)cc1	-2%	-8	-1%	-1%	1%	i	3%	-2%	-3%	-1%	u
CCOC(=O)c1ccccc1NC(=O)c1ccccc1N(C)S(C)(=O)=O	-2%	x	x	1%	6%	-4	-2%	-9%	x	-4%	x
COC(=O)c1[nH]c2cccc(OC)c2c1NC(=O)C(C)N1CCC(C)CC1 (stereo unspecified)	1%	8	0%	-9%	5%	23	3%	-1%	-13%	14%	u
COC(=O)CN(c1nc(C)c(Cl)c(OC)n1)S(=O)(=O)c1ccc(C)cc1	2%	-8	-2%	19%	-2%	5	1%	-12%	-14%	15%	0%
CCOC(=O)C1=C(c2ccccc2)N=C2SCC(=O)N2C1c1ccc2c(c1)OCO2 (stereo unspecified)	1%	1	-8%	13%	-1%	8	7%	-10%	2%	1%	9%
Cc1cccc(COc2ccc(/C(O)=C3\C(=O)C(=O)N(CCN(C)C)C3c3ccncc3)cc2)c1 (stereo unspecified)	0%	7	-1%	1%	0%	5	0%	-12%	4%	20%	-12%
Cc1cc(Br)ccc1NC(=O)CN(C)C(=O)CN1C(=O)NC2(CCCC2)C1=O	x	10	1%	x	4%	-8	-8%	x	-6%	x	4%
O=C(NCc1ccco1)C(c1ccncc1)N(CCC1=CCCCC1)C(=O)Cn1nnc2ccccc21 (stereo unspecified)	5%	2	1%	18%	-28%	-22	0%	-13%	-5%	-3%	3%
Cc1ccc(NC(=O)COC(=O)CCc2ccc(S(=O)(=O)N3CCOCC3)cc2)cc1C	10%	-3	0%	-11%	-4%	-13	4%	47%[activator]	-18%	-7%	5%
Cc1ccc(S(=O)(=O)NCC2CCC(C(=O)NCc3ccco3)CC2)cc1 (stereo unspecified)	-10%	4	0%	7%	5%	-15	-2%	1%	2%	0%	u
COc1cc(/C=N/NC(=O)c2cccc(S(=O)(=O)N3CCCCC3)c2)cc(Br)c1O	0%	-4	1%	6%	-3%	3	9%	u	11%	-4%	4%

A different layout for part of the listing above.
mol | GALK inhibitor | TSHR antag | USP2a inh | PKM2 activator | S-ASM inh | KCNH2 WT inh | Mito fusion yeast | Menin-MLL TR inh | Eya2 inh | MBNL1 CUG block | Chronic BCR inh
COc1ccc(-c2cnnc(N/N=C/C(C)=C/c3ccccc3)n2)cc1 | -1% | 36 | 5% | 0% | x | x | -3% | 0% | 3% | -1% | -9%
NC(=O)N1CCc2ccccc21 | 10% | 14 | -1% | 1% | 3% | -13 | -3% | 3% | 2% | x | -6%
Clc1ccc(CSCCc2ccncc2)cc1 | 0% | -16 | 0% | -2% | -1% | 5 | -8% | 2% | -19% | -4% | u
Cc1ccc(SCC(=O)c2ccc[nH]2)cc1 | 9% | -6 | -1% | -1% | 0% | 15 | -1% | -18% | -10% | -4% | 0%

Further compounds follow:
SMILES	GALK inhibitor	TSHR antag	USP2a inh	PKM2 activator	S-ASM inh	KCNH2 WT inh	Mito fusion yeast	Menin-MLL TR inh	Eya2 inh	MBNL1 CUG block	Chronic BCR inh
CCc1ccc(NC(=O)C/C(C)=N/NC(=O)COc2ccc(C)cc2Br)cc1	5%	15	-9%	x	-18%	-26	-1%	x	-3%	-3%	-3%
O=C(c1ccc(=O)oc1)N1CCN(C(c2ccccc2)c2ccccc2)CC1	2%	10	-1%	6%	9%	-21	-6%	10%	6%	-5%	0%
CC(C)(C)c1ccc(OCCC(=O)OCC(=O)NCc2ccccc2)cc1	x	1	0%	x	-2%	-1	-2%	x	-1%	x	u
COc1ccc(C(=O)NCc2nnc(SCC(=O)NC3CCCCC3)o2)cc1	1%	0	0%	x	0%	2	3%	x	-2%	4%	-2%
COc1ccc(CN(C)C(=O)c2ccc(COc3ccccc3)cc2)c(OC)c1	6%	-6	1%	5%	28%	24	11%	-28%	-17%	-3%	1%
Cc1cc(NC(=O)CSc2ccc(F)cc2)no1	-2%	-3	13%	1%	-1%	8	8%	6%	-9%	-4%	24%
O=C(c1cnn2c(C(F)F)cc(-c3ccccc3)nc12)N1CCc2ccccc2C1	1%	-31	-1%	-4%	26%	-13	7%	-4%	-9%	5%	0%
CCN(CC)c1ccc(C(=O)c2cnc(/N=C/N(C)C)s2)cc1	2%	-10	1%	7%	101%[activator]	1	20%	0%	8%	u	-15%
Cc1nn(C)c(C)c1S(=O)(=O)N1CCC(C(=O)NC(C)c2ccccc2)CC1 (stereo unspecified)	0%	-1	3%	-1%	0%	7	-5%	1%	8%	-1%	0%
Cc1cccc(C)c1NC(=O)CNC(=O)c1cncc(Br)c1	7%	-5	0%	x	1%	1	4%	-22%	5%	-1%	1%
Cc1n[nH]c(C)c1CN(C)C(=O)C1CCC(=O)N(CC2CCCCC2)C1 (stereo unspecified)	-4%	27	1%	8%	4%	-7	7%	x	-12%	-4%	0%
CCOC(=O)c1cc(C#N)c(SCC(=O)Nc2ccc(C(C)=O)cc2)[nH]c1=O	-1%	-15	-1%	2%	8%	3	-2%	x	5%	-9%	0%
CNC(=O)CSc1nc(-c2ccccc2)c(-c2ccccc2)[nH]1	x	15	0%	6%	-5%	2	3%	-4%	3%	-2%	-3%
COc1ccc(-c2csc(NC(=O)CN3C(=O)NC4(CCCC4)C3=O)n2)cc1OC	x	-5	1%	x	0%	3	4%	x	-10%	x	-30%
COC(=O)C1=C(C)NC=C([N+](=O)[O-])C1c1ccc(OC)cc1 (stereo unspecified)	1%	10	1%	-15%	-8%	6	8%	4%	-3%	x	u
CN1C(=O)C(=O)/C(=C(/O)c2ccc(Br)cc2)C1c1ccc(F)cc1 (stereo unspecified)	-5%	17	-1%	-7%[11.5 µM]	-1%	12	1%	u	-16%	16%	3%
CCOC(=O)C1C(=O)C(C(C)=O)C(=O)CC1CC(C)SCC (stereo unspecified)	-3%	13	0%	-18%	3%	3	-3%	x	-15%	-8%	u

Only part of the results is shown; the hit share may differ from the screen's.
